NadD block – NadD (S. aureus) enzyme inhibition | purified NadD enzyme, colorimetric absorbance read-out | inhibition, % at 20 µM | 0.78% of 360,000 active; in the data active = inhibition above about 26%; also: some compounds past the cut are filed as inactive
Rin1 Abl inh – blocks binding of human Rin1 to Abl; P00519+Q13671; TR-FRET Rin1/Abl binding, biochemical; inhibition, % at 7.35 µM; 0.4% of 360,000 active; AID 588664; in the data active = inhibition above about 5%, passing the limit was not always enough
CSN inh – inhibitors of human CSN-mediated cullin deneddylation; Q92905; Purified CSN, SCF-Nedd8-OG deneddylation, fluorescence polarization; 0.38% of 360,000 active; AID 651999; inhibition, % at 12.5 µM;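 active = pattern-corrected inhibition above about 35%, with an unprinted fluorescence ratio check between 0.5 and 1.5, limit read from the data, passing the limit was not always enough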;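 also: 0% = enzyme with substrate and 100% = substrate without enzyme; some results filed as inactive read as strong as hits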
Target sequence (Q92905 whole entry, looked up, one chain of several): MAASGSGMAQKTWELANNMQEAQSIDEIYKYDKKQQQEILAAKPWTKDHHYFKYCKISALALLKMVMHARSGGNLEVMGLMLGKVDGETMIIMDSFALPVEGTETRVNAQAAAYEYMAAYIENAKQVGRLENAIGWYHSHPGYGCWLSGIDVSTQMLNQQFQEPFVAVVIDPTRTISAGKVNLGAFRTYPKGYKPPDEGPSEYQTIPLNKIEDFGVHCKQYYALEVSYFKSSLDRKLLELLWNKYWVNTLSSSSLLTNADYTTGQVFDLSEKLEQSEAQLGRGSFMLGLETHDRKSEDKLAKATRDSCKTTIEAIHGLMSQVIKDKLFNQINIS
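Assay system: purified human Csn5 enzyme expressed in HEK293T cells; Input: 0.24 nM Csn5 enzyme, final concentration; Reagent: 10 nM SCFSkp2-Nedd8OG; Compound dosing: 12.5 µM single point; Times: reaction 90 min, room temperature; Technique: fluorescence polarization readout.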
Rpn11 inh – Rpn11 (human) deubiquitinase inhibition; O00487; human 26S proteasome, Ub4-pepOG fluorescence polarization; 20S core pre-blocked with epoxomicin; calls only at 20 µM; 0.59% of 360,000 active; AID 588493;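 active = inhibition at 20 µM, scaled to each plate's controls, above about 33%, limit read from the data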
PABP1 MLLE inh – blocks PAM2 peptide binding to the PABP1 MLLE domain; 0.36% of 360,000 active; AID 588489; GST-MLLE / FITC-PAM2 fluorescence polarization; inhibition, % at 20 µM; in the data active = inhibition above about 35%, passing the limit was not always enough;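 also: plate controls were DMSO wells with GST-MLLE for no effect and wells lacking GST-MLLE protein for full effect; some results filed as inactive read as strong as hits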
Target sequence (P11940 whole entry, looked up, the tested form may be a part): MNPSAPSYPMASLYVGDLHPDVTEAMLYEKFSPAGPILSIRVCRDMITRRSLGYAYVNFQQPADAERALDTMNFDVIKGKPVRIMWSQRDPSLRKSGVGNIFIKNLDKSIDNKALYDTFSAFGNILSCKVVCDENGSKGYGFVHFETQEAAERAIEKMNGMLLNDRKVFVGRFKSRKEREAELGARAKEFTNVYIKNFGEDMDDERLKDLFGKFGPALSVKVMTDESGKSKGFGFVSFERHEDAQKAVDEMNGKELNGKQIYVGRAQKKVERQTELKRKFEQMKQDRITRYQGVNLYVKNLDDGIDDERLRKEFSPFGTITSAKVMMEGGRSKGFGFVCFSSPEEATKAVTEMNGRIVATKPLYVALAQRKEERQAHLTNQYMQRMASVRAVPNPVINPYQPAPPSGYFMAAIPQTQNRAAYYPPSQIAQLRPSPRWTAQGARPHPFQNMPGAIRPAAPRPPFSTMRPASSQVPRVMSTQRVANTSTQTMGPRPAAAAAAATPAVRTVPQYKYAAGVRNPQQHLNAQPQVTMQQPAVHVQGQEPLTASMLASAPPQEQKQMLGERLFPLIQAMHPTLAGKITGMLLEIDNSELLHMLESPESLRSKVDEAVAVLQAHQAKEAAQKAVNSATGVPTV
MT1-MMP act inh – blocks activation of human MT1-MMP; GFP/RFP ratio change, % at 20 µM; 0.061% of 360,000 active; HT1080 RFP-PRO-GFP cells, GFP/RFP ratio fluorescence, overnight; percent of plate control window, DMSO zero; P50281;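 active = GFP/RFP ratio change of at least 30% with cell ATP level not reduced by more than half and red fluorescence within 50% of control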; also: strong numbers were not always called active
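Material: RFP-PRO-GFP reporter HT1080 cells. Dosing: single-point 20 µM compound, 1% DMSO. Controls: DMSO and RFP-L50D-GFP cell wells. Timing: cells overnight before dosing, compound overnight, 37 °C, 5% CO2. Measure: GFP/RFP fluorescence ratio.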
Neddylation inh – cullin neddylation inhibition | TR-FRET cullin neddylation, biochemical | calls only at 25 µM | 0.58% of 360,000 active | AID 651699; in the data active = inhibition above about 36%
FAS TE block – blocks the thioesterase domain of human fatty acid synthase | P49327 | recombinant FAS-TE, OMFH fluorogenic substrate, fluorescence endpoint | inhibition, % at 15 µM | 0.67% of 360,000 active;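 active = compounds whose normalised, plate-corrected inhibition of enzyme fluorescence in the single-dose primary screen is 50% or more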;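 also: 0% = DMSO with enzyme and 100% = substrate without enzyme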
SKN-1 inh – blocks SKN-1 activity in C. elegans; C. elegans VP596 Pgst-4::GFP/RFP ratio, acrylamide-induced, 24 h; inhibition, % at 21.8 µM; AID 624304; 0.49% of 360,000 active;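 active = interference check ratio from 0.5 to 1.5 plus GFP to RFP signal ratio inhibition reaching or exceeding a fixed threshold, cut at about 30% in these data, passing the limit was not always enough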; also: some compounds called inactive have numbers as strong as hits
* marks the source's active call; other numbers are inactive results; i = inactive; · = no result given. Compounds were not picked by outcome; about 3.9% have a hit in one of these screens.

Every second line gives: NadD block	Rin1 Abl inh	CSN inh	Rpn11 inh	PABP1 MLLE inh	MT1-MMP act inh	Neddylation inh	FAS TE block	SKN-1 inh
Cc1ccccc1NC(=O)N1C2CCC1CC(O)(c1cccnc1)C2 (stereo not given)
 : -6	1	8	i	10	-1	i	-4	-10
CCOC(=O)c1ccc(NC(=S)Nc2cc(C)cc(C)n2)cc1
 : 11	1	4	i	3	2	i	-6	-9
CCOc1ccccc1N1CC(C(=O)Nc2cc(S(C)(=O)=O)ccc2Cl)CC1=O (stereo not given)
 : -2	-2	7	i	8	2	i	-7	0
CCOc1cc(/C=C/C(=O)OCC(=O)NC2CCS(=O)(=O)C2)ccc1OCc1ccccc1 (stereo not given)
 : -15	-1	-4	i	14	4	i	18	3
c1ccc2c(C[C@@H]3CNCCN3CCCCC3CCCCC3)cccc2c1
 : 10	3	-4	i	9	3	i	-133	4
Cc1c(C=O)c2ccccc2n1CC(=O)NCc1ccc2c(c1)OCO2
 : -4	5	-6	i	-11	-3	i	34	10
COc1ccc(-c2c(C(C)=O)c(C)n(C)c2C)cc1
 : 0	-4	1	i	6	2	i	0	-8
COc1ccc(C(=O)Nc2nnc(C)s2)cc1S(=O)(=O)N1CCOCC1
 : 4	0	-2	i	-2	6	i	-7	2
c1cc2c3c(cccc3c1)C(N1CCCCCC1)=N2
 : 6	-4	-1	i	-87	-2	i	-2	7
c1ccc(OCCN2CCOCC2)cc1
 : 3	-1	-3	i	-6	-1	i	-2	17

Following part
Every second line gives: NadD block	Rin1 Abl inh	CSN inh	Rpn11 inh	PABP1 MLLE inh	MT1-MMP act inh	Neddylation inh	FAS TE block	SKN-1 inh
COc1ccc(NC(=O)COc2ccc(/C=C/c3cccc[n+]3C)cc2OC)cc1
 : 8	-3	4	i	-118	-3	i	-3	-1
COc1ccc(CNC(=O)COc2ccccc2C(=O)c2cnn(-c3ccccc3)c2)cc1OC
 : -6	3	-2	i	-3	-4	i	11	-2
COC(=O)Cc1cc(=O)n(-c2nc3ccccc3[nH]2)[nH]1
 : -4	6	1	i	1	5	i	-6	6
CC(C)CN(C(=O)COc1ccc([N+](=O)[O-])cc1)c1c(N)n(CC(C)C)c(=O)[nH]c1=O
 : 13	-4	-1	i	-44	1	i	18	-3
Cc1ccc(CSc2ccc(-c3ccco3)nn2)cc1
 : 2	-1	7	i	12	1	i	7	8
O=C(N/N=C\c1ccc(Sc2ccccn2)o1)c1cccc(Br)c1
 : -1	-5	-2	i	18	-3	i	11	3
N#CCCN(C(=O)COC(=O)c1ccc(S(=O)(=O)N2CCCC2)cc1)c1cccc(Cl)c1
 : 10	3	-1	i	-3	1	i	10	7
O=C(O)CSCCCC(=O)Nc1ccc(Br)cc1
 : 1	3	0	i	8	1	i	-4	14
CCC1Oc2ccccc2N(CC(=O)NCCCN2CCOCC2)C1=O (stereo not given)
 : 0	-1	3	i	-3	1	i	-8	-2
Cc1ccc(C)c(S(=O)(=O)NCc2ccc3c(c2)OCO3)c1
 : -8	-2	7	i	2	1	i	-2	3

Further results follow.
SMILES,NadD block,Rin1 Abl inh,CSN inh,Rpn11 inh,PABP1 MLLE inh,MT1-MMP act inh,Neddylation inh,FAS TE block,SKN-1 inh
Cc1nc(-c2cccc(NC(=O)c3cccs3)c2)cs1,-3,2,-1,i,4,14,i,-4,-19
c1ccc(-c2noc(C34CC5CC(CC(C5)C3)C4)n2)nc1,2,-2,5,i,-7,-19,i,4,5
CCOc1ccccc1NC(=O)COC(=O)C(CC)c1ccccc1 (stereo not given),-4,-2,2,i,-6,2,i,27,1
O=C(C(=O)N1CCN(c2ccccc2Cl)CC1)c1c[nH]c2ccccc12,-10,-2,4,i,-11,-1,i,5,13
CNC(=O)c1ccc(NC(=O)c2cc(S(=O)(=O)N(C)C)ccc2N2CCCC2)cc1,-4,1,-3,i,-4,0,i,-1,-3
Cc1ccc(/C=N/c2sc3c(c2C#N)CCCCC3)o1,-1,0,4,i,25,-4,i,13,19
Cc1ccccc1C(=O)Nc1ccc(N2CCOCC2)nc1,5,-1,-2,i,1,1,i,-9,11
COC(C)(C)[C@H](O)COc1c2ccoc2cc2oc(=O)ccc12,2,-3,-6,i,-2,-1,i,-4,-14

The list continues.
SMILES,NadD block,Rin1 Abl inh,CSN inh,Rpn11 inh,PABP1 MLLE inh,MT1-MMP act inh,Neddylation inh,FAS TE block,SKN-1 inh
O=C(Oc1ccc(Br)cc1C(=S)N1CCCC1)c1ccccc1Cl,2,0,7,i,-121,2,i,21,-18
C=CCOC(=O)C1=C[C@@H](c2ccccc2)C[C@@H](OCc2ccc(CO)cc2)O1,-4,1,4,i,24,4,i,15,6
COc1ccccc1N(CC(=O)N1CCCC1)S(=O)(=O)c1ccc(C)cc1,-2,-1,1,i,-1,-1,i,-4,19
C[C@@H]1CN([C@H](C)CO)C(=O)CCCn2nncc2CO[C@@H]1CN(C)C(=O)Nc1cccc2ccccc12,6,2,-1,i,8,0,i,-4,-15
COc1ccc(C(C)(NC(C)=O)c2nc(-c3cccnc3)cs2)cc1 (stereo not given),1,3,4,i,-6,-4,i,-2,12
Cc1ccc(S(=O)(=O)N(C)C)cc1NC(=O)COC(=O)c1ccc2c(c1)OCO2,1,-1,-15,i,-16,3,i,-6,-2
COc1cc(OC)cc(C(=O)N[C@@H](CCSC)c2nc3ccccc3[nH]2)c1,0,1,8,i,-8,0,i,-1,8
COc1ccc(CN(C)C(=O)c2ccc(NC(=O)CC3SC(N4CCCC4)=NC3=O)cc2)c(OC)c1OC (stereo not given),3,-3,-2,i,-6,5,i,-6,0

Next structures.
SMILES,NadD block,Rin1 Abl inh,CSN inh,Rpn11 inh,PABP1 MLLE inh,MT1-MMP act inh,Neddylation inh,FAS TE block,SKN-1 inh
CCCn1cnc2c(SCc3ccc(Cl)cc3)nc(N)nc21,0,2,3,i,-4,3,i,0,-1
CCc1nn(CC(=O)N2CCN(c3ccc(OC)cc3)CC2)c(=O)c2cc3occc3n12,1,6,-1,i,4,0,i,-1,-21
CN(C(=O)c1ccc(NC(=O)Cc2ccc(NC(=O)C3CCCN(C(=O)C4CCCCC4)C3)cc2)cc1)C1CC1 (stereo not given),8,6,3,i,-7,2,i,-8,-1
COC(=O)[C@@H]1[C@@H](C#N)C2(c3ccccc3-c3ccccc32)N(c2ccc(Cl)cc2)N1C#N,9,-2,6,i,2,1,i,38,30
CCn1c2ccccc2c2cc(NC(=O)C(C)C)ccc21,-7,1,9,i,-13,3,i,5,17
CC(OC(=O)CCNS(=O)(=O)c1ccccc1)C(=O)Nc1ccc(S(=O)(=O)N2CCCCC2)cc1 (stereo not given),-9,1,-6,i,-8,-3,i,9,6
COc1ccc(Cn2c(-c3ccco3)nc3oc4ccccc4c(=O)c3c2=O)cc1,6,-1,2,i,-1,-1,i,-2,-14
COc1ccc(OCc2cc(C(=O)N3CCCC(OC)C3)no2)c2ccccc12 (stereo not given),-6,4,1,i,-11,-1,i,16,14

Random excerpt: 4 compounds from above
SMILES,NadD block,Rin1 Abl inh,CSN inh,Rpn11 inh,PABP1 MLLE inh,MT1-MMP act inh,Neddylation inh,FAS TE block,SKN-1 inh
N#CCCN(C(=O)COC(=O)c1ccc(S(=O)(=O)N2CCCC2)cc1)c1cccc(Cl)c1,10,3,-1,i,-3,1,i,10,7
CCOC(=O)c1ccc(NC(=S)Nc2cc(C)cc(C)n2)cc1,11,1,4,i,3,2,i,-6,-9
c1ccc(-c2noc(C34CC5CC(CC(C5)C3)C4)n2)nc1,2,-2,5,i,-7,-19,i,4,5
CCOc1cc(/C=C/C(=O)OCC(=O)NC2CCS(=O)(=O)C2)ccc1OCc1ccccc1 (stereo not given),-15,-1,-4,i,14,4,i,18,3

(further entries)
SMILES,NadD block,Rin1 Abl inh,CSN inh,Rpn11 inh,PABP1 MLLE inh,MT1-MMP act inh,Neddylation inh,FAS TE block,SKN-1 inh
CNC(=O)CSc1nnc(C2CC2)n1-c1ccccc1,-2,-3,2,i,2,-2,i,-6,-3
CC(=O)Nc1ccc(NC(=O)C(F)(F)F)cc1,1,-5,2,i,-2,-3,i,-7,-18
CC(=O)Nc1nc(CCC(C)C)cc2c1c(=O)oc1ccccc12,13,1,4,i,11,0,i,-9,6
O=C(NCCC(=O)N1CCN(c2ccccc2O)CC1)c1ccc(Cl)cc1,5,-5,-2,i,-19,-3,i,-5,-2
COc1ccc(-c2csc(N3CCOCC3)n2)cc1OC,-7,0,2,i,-2,6,i,-3,-6
C=CCOc1c(Br)cc(CNc2ccc3[nH]c(=O)[nH]c3c2)cc1OCC,0,1,-5,i,-19,-5,i,-3,10
C=C(C)Cn1c(SCCN2CCOCC2)nc2c1c(=O)[nH]c(=O)n2C,1,-3,5,i,11,2,i,-6,1
COc1cc2c(cc1OC)C(c1c(-c3c(Cl)cccc3Cl)noc1C)=NCC2,-2,1,-2,i,7,4,·,-1,-17

The final 3 entries of the section before come first, to join the parts.
SMILES,NadD block,Rin1 Abl inh,CSN inh,Rpn11 inh,PABP1 MLLE inh,MT1-MMP act inh,Neddylation inh,FAS TE block,SKN-1 inh
C=CCOc1c(Br)cc(CNc2ccc3[nH]c(=O)[nH]c3c2)cc1OCC,0,1,-5,i,-19,-5,i,-3,10
C=C(C)Cn1c(SCCN2CCOCC2)nc2c1c(=O)[nH]c(=O)n2C,1,-3,5,i,11,2,i,-6,1
COc1cc2c(cc1OC)C(c1c(-c3c(Cl)cccc3Cl)noc1C)=NCC2,-2,1,-2,i,7,4,·,-1,-17
CCc1ccc(Nc2nnc(SCn3nnc4ccccc4c3=O)s2)cc1,-2,2,-1,i,-62,3,i,-2,8
COc1cccc(-c2cc3nc(Nc4ccc(OC)c(OC)c4)n(C)c(=O)c3s2)c1,2,-3,4,i,-7,-7,i,15,5
CCCCC1(C)OC(=O)C(=Cc2ccc(N(C)C)cc2)C(=O)O1 (stereo not given),9,-1,5,i,-109,2,i,-6,32
O=C(CSCc1ccc(Br)cc1)NCCc1ccccc1,-9,3,-3,i,2,-1,i,13,10

Screening data (PubChem BioAssay)
